# Bcl-XL Bim block: inhibitors of Bim-Bcl-XL binding, primary screen, biochemical, multiplexed, bead flow cytometry, human Bcl-XL; Bcl-2-like protein 1 (Homo sapiens), Q07817; inhibition, % at 10 µM; AID 1007, 2008; Bim peptide-Bcl-XL binding, fluorescence; 0.04% of 190,000 active
# Target sequence (Q07817 whole entry, looked up): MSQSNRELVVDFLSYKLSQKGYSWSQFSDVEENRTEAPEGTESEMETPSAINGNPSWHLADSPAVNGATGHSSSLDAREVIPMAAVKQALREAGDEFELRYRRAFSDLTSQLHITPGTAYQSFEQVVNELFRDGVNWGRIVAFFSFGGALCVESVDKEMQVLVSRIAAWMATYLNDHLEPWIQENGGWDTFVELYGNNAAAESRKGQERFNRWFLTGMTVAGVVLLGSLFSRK
# RGS4-Gao reg: modulators of RGS4 binding to Galphao, primary screen, biochemical, multiplexed bead flow cytometry; AID 1415, 2008; 0.33% of 220,000 active; binding response (% of control), % at 10 µM; actives lie on both sides; in the data active = binding response below about 49% or above about 150%; inactive = in between;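 also: fluorescent Galphao activated with aluminum fluoride binding bead-coupled RGS4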
# Target sequence (P09471 whole entry, looked up): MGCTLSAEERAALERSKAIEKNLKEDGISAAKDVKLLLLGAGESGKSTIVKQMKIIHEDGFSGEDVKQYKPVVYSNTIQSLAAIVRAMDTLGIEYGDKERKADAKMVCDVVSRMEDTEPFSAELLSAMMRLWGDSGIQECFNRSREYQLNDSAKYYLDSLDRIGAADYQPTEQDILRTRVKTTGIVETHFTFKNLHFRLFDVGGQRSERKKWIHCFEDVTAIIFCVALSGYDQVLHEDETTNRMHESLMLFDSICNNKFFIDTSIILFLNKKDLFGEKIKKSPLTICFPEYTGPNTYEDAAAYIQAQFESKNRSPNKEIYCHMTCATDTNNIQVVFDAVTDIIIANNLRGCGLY
# Bcl-W Bim block: inhibitors of Bim binding to Bcl-W, primary screen, biochemical, multiplexed, bead-based flow cytometry; 0.02% of 190,000 active; inhibition, % at 10 µM; Bim peptide-Bcl-W binding;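 also: 0% = bound tracer without compound and 100% = peptide blocker; higher means less fluorescent Bim peptide bound to Bcl-W beads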
# Target sequence (Q92843 whole entry, looked up): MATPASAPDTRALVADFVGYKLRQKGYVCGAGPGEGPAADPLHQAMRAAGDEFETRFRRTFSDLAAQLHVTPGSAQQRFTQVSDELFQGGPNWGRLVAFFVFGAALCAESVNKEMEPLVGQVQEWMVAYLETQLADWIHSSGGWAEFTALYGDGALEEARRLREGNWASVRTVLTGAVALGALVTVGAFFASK
# RGS7-Gao reg: RGS7-Galphao binding modulators, primary screen, biochemical, multiplexed bead flow cytometry; actives lie on both sides; binding response (% of control), % at 10 µM; 0.35% of 220,000 active; AID 1439, 2008; in the data active = binding response below about 49% or above about 150%;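 also: fluorescent Galphao held in activated GDP-AlF4 state binding bead-coupled RGS7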
# Bim-Mcl-1: inhibitors of Bim peptide binding to Mcl-1, primary screen, biochemical, bead-based flow cytometry, multiplex; Induced myeloid leukemia cell differentiation protein Mcl-1 (Homo sapiens), Q07820; Bim peptide-Mcl-1 binding; inhibition, % at 10 µM; 0.1% of 190,000 active; AID 1009, 2008;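 also: 0% = no compound tracer wells and 100% = peptide blocker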
# Bim-Bfl-1: inhibitors of Bim binding to Bfl-1, primary screen, biochemical, multiplexed, bead-based flow cytometry; Bim-Bfl-1 binding inhibition; inhibition, % at 10 µM; 0.12% of 190,000 active;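 also: 0% = wells without compound plus tracer and 100% = blocker peptide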
# GSH bead fluor: compound fluorescence on glutathione beads, profiling panel, artefact control, biophysical, 488/530 nm, flow cytometry. GSH beads flow cytometry, compound fluorescence 488/530 nm; active compounds read high. fluorescence (KMESF) at 10 µM. 0.25% of 190,000 active. AID 1776, 2009; in the data active = fluorescence above about 89;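 also: glutathione beads carrying GST-tagged Bcl family fusion proteins plus one bare bead set; values are compound well signal with DMSO vehicle wells as background; inactives centre near 16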
# RGS8-Gao: RGS8-Galphao binding modulators, primary screen, biochemical, multiplexed bead flow cytometry. Guanine nucleotide-binding protein G(o) subunit alpha (Homo sapiens), P09471. actives lie on both sides. response (percent of control binding), % at 10 µM. 0.34% of 220,000 active; in the data active = response below about 60% or above about 140%; inactive = in between;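 also: Galphao activated as the GDP aluminium fluoride complex binding bead-coupled RGS8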
# Mcl1 Bid PPI: Mcl-1/Bid binding inhibitors, primary screen, biochemical, TR-FRET, 1536-well; 0.97% of 220,000 active; TR-FRET Mcl-1/Bid-Dy647 peptide binding; inhibition, % at 21.7 µM; Induced myeloid leukemia cell differentiation protein Mcl-1 (Homo sapiens), Q07820;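 active = compounds that cut the binding signal by more than half at the single screening dose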;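 also: His-tagged Mcl-1 with europium anti-His antibody binding Bid BH3 peptide; 0% = Mcl-1 plus peptide wells and 100% = peptide-only wells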
# Bim-Bcl-2: inhibitors of Bim-Bcl-2 binding, primary screen, biochemical, multiplexed, human Bcl-2 family; Apoptosis regulator Bcl-2 (Homo sapiens), P10415; 0.06% of 190,000 active; Bead-based flow cytometry, Bim peptide-Bcl-2 binding; inhibition, % at 10 µM; AID 950, 2007; in the data active = inhibition above about 40%;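 also: 0% = no compound wells with probe peptide and 100% = reference peptide inhibitor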
# Bim-Bcl-B: inhibitors of Bim-Bcl-B binding, primary screen, biochemical, multiplexed, human Bcl-2 family. AID 951, 2007. 0.073% of 190,000 active. inhibition, % at 10 µM. bead-based flow cytometry, Bim peptide-Bcl-B binding;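 also: 0% = tracer peptide without compound and 100% = reference inhibitor peptide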
# Starred values were filed as active, the others as inactive; nt = not tested or not shown. Rule as the data show it, unless noted: active = inhibition above about 40%.
SMILES,Bcl-XL Bim block,RGS4-Gao reg,Bcl-W Bim block,RGS7-Gao reg,Bim-Mcl-1,Bim-Bfl-1,GSH bead fluor,RGS8-Gao,Mcl1 Bid PPI,Bim-Bcl-2,Bim-Bcl-B
COc1ccccc1Cc1noc(COc2cccc(C)c2C)n1,-1,92,2,89,-5,0,58,86,-24,-4,-1
CC1CCN(C(C(=O)Nc2ccc(C(C)C)cc2)c2ccc3c(c2)OCO3)CC1 (stereo not drawn),-5,102,-1,99,-3,-10,22,101,0,-10,-5
CCOc1ccc2nc(NC(=O)c3cc([N+](=O)[O-])ccc3N3CCOCC3)sc2c1,-3,102,-1,103,-1,4,9,103,-49,0,-3
CCOc1cc(S(=O)(=O)Nc2ccccn2)ccc1F,28,98,22,97,50*,nt,nt,100,-3,89*,nt
Cc1cnc(C(=O)OCC(=O)NC2CCCCC2)cn1,-3,103,2,101,1,-15,56,100,-26,-1,-4
COCCCNC(=O)CN1C(=O)c2ccccc2C1=O,3,107,1,108,-2,-3,14,109,-43,-2,0
CCOC(=O)CNC(=O)c1ccc(C#CC2(O)CCCCC2)cc1,-7,103,-3,105,-2,-10,10,103,-8,-6,-9
CC(C(=O)N1CCCCC1)n1sc2ccccc2c1=O (stereo not drawn),-1,101,-5,102,-2,-10,14,100,-7,-9,-8
CCCCNC(=S)NNc1c(Cl)cc(Cl)cc1Cl,-2,106,-2,105,-2,-1,30,107,-28,-1,-14
O=C(CSc1nc(-c2ccccc2)cs1)NC(=O)NCc1ccco1,-7,99,-6,98,-5,-18,27,102,5,-2,-10
CCOC(=O)C1(CCCc2ccccc2)CCN(C(=O)C(C)n2cncn2)CC1 (stereo not drawn),0,99,-1,98,-3,-5,10,99,-16,0,-1
N=c1c2c(-c3ccccc3)c(-c3ccccc3)oc2ncn1Cc1ccco1,-1,103,1,99,-5,-15,24,101,-2,-13,-10
COc1cccc(OC)c1C(=O)Nc1ccc(N2CCN(S(C)(=O)=O)CC2)cc1,5,88,0,97,2,6,32,90,-45,1,5
N#Cc1c(-n2cccc2/C=N/O)sc2c1CCCC2,-3,100,0,103,-2,-3,10,100,-43,0,2
O=C(CSc1ncccc1-c1nc2ccccc2[nH]1)NC1CC1,-3,93,-4,95,-1,-2,24,98,-3,-2,0
CC1=C(C(=O)Nc2ccccc2)C(c2ccco2)C(C#N)=C(SCC(N)=O)N1 (stereo not drawn),-1,101,0,102,0,0,16,104,-50,2,0
N#CNC(=Nc1cccc(F)c1)SCc1cccc(F)c1,-5,99,-2,95,-1,-7,15,99,-21,-10,-13
CCOc1ccccc1NC(=O)CSc1nnc(-c2ccco2)n1Cc1ccco1,-9,105,0,104,0,-11,39,104,-8,-12,-8
CCOC(=O)c1c(NC(=O)C2C3CCC(O3)C2C(=O)O)sc(C)c1-c1ccc(F)cc1 (stereo not drawn),-2,98,1,97,1,-1,54,96,-32,0,-1
Cc1oc(-c2ccc(Cl)cc2)nc1CN1CCC(C(=O)NCc2cccnc2)CC1,-2,109,0,107,0,-10,55,103,-20,-10,-8
O=C(c1cc(COc2ccc3ncccc3c2)on1)N1CCCC(O)C1 (stereo not drawn),-4,97,0,102,-2,-6,15,103,-15,-4,-10
CCC(Sc1nc2ccccc2o1)C(=O)Nc1nnc(C)s1 (stereo not drawn),-3,90,-2,88,-3,-1,2,80,-4,2,-6
CC(/C=C/c1ccccc1)=N/NC(=O)CNC(=O)c1ccccc1F,-3,100,0,97,0,-2,11,101,3,-2,-1
O=C(N/N=C/c1c(F)cccc1Cl)c1ccc(Cn2cc(Br)cn2)o1,-3,105,0,101,-1,-1,13,99,15,1,-2
CC(=O)Nc1ccc(S(=O)(=O)N2CCN(Cc3cccs3)CC2)cc1,0,99,1,98,1,-5,10,97,32,-1,1
CCOC(=O)c1c(NC(=O)C2COc3ccccc3O2)sc(C(C)=O)c1C (stereo not drawn),2,95,2,101,2,-3,26,99,-29,-4,-5
O=C(Cn1cc([N+](=O)[O-])cn1)NCCc1c[nH]c2ccccc12,-5,95,0,97,0,-2,9,99,-46,0,-4
CCN1C2=C(C(=O)CCC2)C(c2ccc(O)c(Br)c2)C2=C1CCCC2=O,-4,91,0,92,-4,-2,21,100,-40,-5,-5
Cc1ccccc1NC(=O)CSc1nnc(-c2ccco2)c(-c2ccco2)n1,-6,96,2,96,0,0,31,99,47,-1,-5
O=C(c1ccccc1)c1ccccc1C(=O)N1CCOCC1,-1,99,0,96,5,-11,34,98,20,-6,-6
Cc1cc(C)cc(NS(=O)(=O)c2ccc3[nH]cc(C(=O)NCc4ccco4)c(=O)c3c2)c1,-5,104,0,103,-2,-14,35,99,5,-5,-12
COc1ccc(-n2ncc(S(=O)(=O)c3ccccc3)c2-c2ccc(Cl)cc2)cc1,-9,102,0,96,-1,-12,41,102,2,-8,-5
COc1nc(Oc2ccc(C(=O)OCC(N)=O)cc2)nc(N(C)C)n1,-10,104,2,103,1,-11,63,103,-9,-8,-5
O=c1[nH]c(SCc2ccccc2)nc2c1cnn2-c1ccc(F)cc1,0,106,-4,108,0,-6,18,104,1,-2,-5
O=C(NCc1ccc(OC(F)(F)F)cc1)C1CC(c2c(Cl)cccc2Cl)=NO1 (stereo not drawn),-1,101,5,99,0,-8,24,103,-8,-2,-1
COc1ccc(CCNC(=O)CSc2nnc(CNC(=O)c3ccco3)o2)cc1OC,0,102,0,103,-2,1,7,100,-24,-2,0
COc1ccccc1N(CC(O)COc1ccccc1)S(=O)(=O)c1ccccc1 (stereo not drawn),-8,103,-4,101,-4,-1,11,99,10,-4,-4
COc1cccc(CN(C)C(=O)c2cc(COc3c(F)cccc3F)on2)c1,-1,74,3,73,-2,0,15,85,-28,-1,-4
C1CCC(CNc2c3c(nc4nnnn24)CCCC3)CC1,-4,103,0,102,0,-15,34,102,-10,-8,-10
COc1cc(-c2c(C#N)c(N)nc3c2CCCC3)cc(OC)c1OC,-6,97,-4,96,-4,-7,24,99,8,-6,-13
O=C(Nc1ccccc1Oc1ccccc1)c1cnccn1,-3,99,2,100,-2,-8,43,100,-27,-6,-7
O=c1ccc2ccc(Oc3ccc([N+](=O)[O-])cc3Cl)cc2o1,-3,98,0,98,-3,-3,14,101,-27,-5,-4
Cn1nc(C(F)(F)F)c(C#N)c1N1CCN(c2ccccc2F)CC1,-1,100,0,99,0,-1,11,102,4,-1,0
Cc1cc(C(=O)COc2cccnc2[N+](=O)[O-])c(C)n1-c1ccccc1,-4,97,-3,97,-5,2,5,95,-51,-1,-9
COCCCNC(=O)C(=O)NCCCOC(C)C,2,101,-2,100,-6,-17,31,102,-15,-8,-10
CCOC(=O)C1=C(C)NC2=C(C(=O)C(C(=O)OCC)C(c3cccc(OC)c3)C2)C1c1ccccn1 (stereo not drawn),0,104,0,105,1,0,20,96,-24,3,0
COc1ccccc1CNC(=O)C(NC(=O)c1ccccc1C)C(C)C (stereo not drawn),-4,100,-2,104,-2,-6,11,106,-7,-4,-7
COC(CNC(=O)c1cccc2c1C(=O)N(Cc1cccnc1)C2)OC,-12,103,-1,105,-2,0,28,100,-19,0,-3
CC(=O)Nc1ccc2nc(SCC(=O)NCCOc3ccccc3)sc2c1,-1,101,2,101,-3,-5,13,101,2,-4,-4
COC(=O)c1onc(-c2c(C)cc(C)cc2C)c1C(=O)OC,-2,101,1,98,0,0,8,96,-10,-3,1
CC(C)n1nnnc1SCC(=O)N1CCOCC1,0,106,3,104,1,-9,7,106,-17,-4,-3
O=C1N=C2N(CCN3CCCCC3)c3ccccc3N2/C1=C\c1ccc([N+](=O)[O-])o1,0,100,0,98,0,2,10,101,83*,-1,-3

# Random draw from the library; about 1.8% have a hit in one of these screens.
